ER stress rescue = rescue of cells from ER stress-induced death, primary screen, 384-well, CSM14.1, thapsigargin, ATP luminescence (AID 1222); 190,000 tested, under 10 active; one-dose cellular ATP content (survival), % at 20 µM; EC50 in µM for titrated hits; CSM14.1 thapsigargin-induced death rescue, ATP luminescence; higher % means a stronger effect;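 active means EC50 below 50 µM in the dose-response confirmation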;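 further: death triggered by thapsigargin at about 15 µM added after 2 h compound pretreatment; cell ATP read after overnight thapsigargin exposure of roughly 18 to 22 hours; normalized against plate controls of thapsigargin alone and 5% DMSO vehicle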
Ins promoter up = insulin promoter activators in MIN6 cells, imaging, high-content screening, mouse beta cells | MIN6 insulin promoter-GFP reporter; stronger effect = higher value | z-score at 5 µM | 190,000 tested, 0.3% active;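 active means z-score above 3 at 5 µM with at least 500 cells counted in the well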
MT stabilizer = microtubule stabilizers in HeLa cells, primary screen, imaging, high-content imaging | HeLa tubulin immunostaining HCS, 24 h; share of cells brighter than vehicle mean+2SD | AID 2205, 2009 | 200,000 tested, 0.83% active | % tubulin-high responders, % at 10 µM;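 active means plate Z-score above 3 for both tubulin-high and condensed-nucleus cell shares, with cell loss under 80%, at 10 µM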;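 further: anti alpha tubulin signal scored within the nucleus-defined area of each cell; some results filed as inactive read as strong as hits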
Hep lipid drop = inhibitors of hepatocyte lipid droplet formation, primary screen, imaging, high-throughput imaging, BODIPY stain | AML12 mouse hepatocytes, oleate lipid droplets | inhibition, % at 6.5 µM | 240,000 tested, 0.4% active | AID 1656, 2009;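 active means lipid droplet intensity inhibited by at least 50%, with more than 500 cells counted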
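Test system: AML12 hepatocytes (mouse); reagent: oleate loading, 100 µM; dosing: one dose, 6.5 µM compound; incubation: overnight exposure; signal: fluorescence imaging, 20x objective, two fields per well; read-out basis: % inhibition of corrected integrated BODIPY droplet signal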
Dynein cargo inh = inhibitors of GR-EGFP nuclear translocation, primary screen, dynein cargo transport inhibitor project, imaging, high-content, 3617.4 mouse cells. z-score, hits read low. 220,000 tested, 0.47% active. test concentration mostly 20 µM; stimulated with dexamethasone, 1 µM; stronger effect = lower value;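 active means plate z-score of nuclear minus cytoplasmic receptor signal below a set negative limit, without overly bright fluorescence or cell loss, cut at about -3.5 in these data, passing the limit was not always enough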;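 further: z-score of nuclear minus cytoplasmic ring GR-EGFP intensity difference per well; some compounds called inactive have numbers as strong as hits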
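Buffer or medium: tet-free, stripped-serum medium; Also added: dexamethasone, 1.0 µM final; Technique: high-content fluorescence imaging after fixation; Times: 48 h induction, 1 h compound, 30 min dex at 37 °C; Read-out: per-cell GR-EGFP intensity, nucleus versus surrounding cytoplasmic ring, well-averaged.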
Autophagy mod = autophagy modulators in MEF cells, primary screen, imaging, high-content, MEF GFP-LC3 | MEF GFP-LC3 puncta imaging; test concentration mostly 10 µM | calls only at 10 µM (by protocol) | 190,000 tested, 0.98% active;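 active means percentage of spot-positive cells more than 3 SD above its plate mean, without a fluorescence outlier flag or 80% toxicity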;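 further: spot-positive cell cutoff set from DMSO-treated cells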
Yfh1-off respiration = enhancers of respiration in Yfh1-depleted yeast, dose response, Friedreich's ataxia, plus single-dose screen (AID 1465); one-dose fold induction at 50 µM; EC50 in µM for titrated hits; S. cerevisiae Yfh1-off respiration, WST-1 reduction, 72 h; higher fold induction means a stronger effect; 220,000 tested, 0.074% active;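 active means fold induction of absorbance versus untreated yeast above a set limit, then at least 30% activation at any dose in follow-up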;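 further: activators that raise dye reduction in frataxin-depleted yeast; strong numbers were not always called active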
P. falciparum M1AAP = P. falciparum M1AAP inhibitors, biochemical, fluorogenic H-Leu-NHMec substrate, 1536-well (AID 1445); Aminopeptidase N (Plasmodium falciparum (isolate 3D7)); recombinant M1AAP, H-Leu-NHMec fluorogenic kinetic assay; higher % means a stronger effect; one-dose inhibition, % at 30 µM; IC50 in µM for titrated hits; 220,000 tested, 0.42% active;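 active means primary inhibition above the hit cutoff, then over 50% inhibition at one or more dose response concentrations, cut at about 23% in these data, passing the limit was not always enough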;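 further: plate controls were DMSO full reaction for no effect and no enzyme background for full effect; strong numbers were not always called active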
P. falciparum M17LAP = P. falciparum M17LAP inhibitors, primary screen, biochemical, fluorogenic H-Leu-NHMec substrate, 1536-well (AID 1619); recombinant M17LAP, H-Leu-NHMec fluorogenic kinetic assay; higher % means a stronger effect; Leucine aminopeptidase (Plasmodium falciparum (isolate 3D7)); one-dose inhibition, % at 30 µM; IC50 in µM for titrated hits; 220,000 tested, 0.38% active;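 active means compound inhibiting the enzyme by more than half at any dose during confirmatory dose-response retesting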;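 further: plate controls were full reaction with DMSO carrier for no effect and no enzyme background for full effect; strong numbers were not always called active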
Dynein cargo inh cytoplasmic EGFP = second read-out of Dynein cargo inh, no call of its own (marks repeat the call); z-score; measured here: cytoplasmic GR-EGFP intensity; stronger effect = higher value
Dynein cargo inh nuclear GR-EGFP = further read-out of Dynein cargo inh, marked with its call; z-score; measured here: nuclear GR-EGFP intensity;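 lower value marks the stronger effect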
Dynein cargo inh cell count = also measured in Dynein cargo inh; calls as there; z-score; measured here: cell count per field
Ins promoter up cell count = further read-out of Ins promoter up, marked with its call; cell count; measured here: cytotoxicity, nuclei count;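 total cells summed across four imaged fields per well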
Hep lipid drop cells 6.5 µM = also measured in Hep lipid drop; calls as there; cell count; measured here: cell count, cytotoxicity flag;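 cells counted across two imaged fields per well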
MT stabilizer Hoechst-high % = recorded beside MT stabilizer, whose call it bears; % Hoechst-high responders; measured here: nuclear condensation Hoechst responders;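 share of cells brighter than vehicle mean plus two SD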
MT stabilizer cytotoxicity % = also measured in MT stabilizer; calls as there; toxicity, %; measured here: cytotoxicity by cell density;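 0% = mean cell density of plate MIN control wells and 100% = no cells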
Autophagy mod cell loss 18 h = also measured in Autophagy mod; calls as there; toxicity, %; measured here: cell loss, nuclei count;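 cell loss after 18 h compound exposure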
Numbers without * were called inactive; i = inactive; · = not tested or not shown; + = active, no number.

(1) COC(=O)c1ccc(CSc2nc3ccc(Cl)cc3[nH]2)o1
(2) CN(Cc1ccccc1)Cc1nc2scc(-c3ccccc3)c2c(=O)[nH]1
(3) COc1cccc(-n2nnc3c(=O)n(Cc4ccc(Cl)cc4)cnc32)c1
(4) COc1ccc(/C=C/C(=O)Nc2nc(C)c(C(=O)N(C)C)s2)cc1OC
(5) COc1ccc(C(=O)Nc2cc(C)nc3ccccc23)cc1OC
(6) O=C(Nc1ccccn1)NC1CCS(=O)(=O)C1 (centres undefined)
(7) Cc1cnc(NC(=O)CSc2c(Cl)cccc2Cl)s1
(8) CCN(CC)CCCNC(=S)N(Cc1cccnc1)Cc1cc2cccc(C)c2[nH]c1=O
Screen / compound no.,1,2,3,4,5,6,7,8
ER stress rescue,-3.1%,3.6%,-1.0%,-1.4%,3.7%,-0.8%,-1.2%,-0.9%
Ins promoter up,-0.31,1.1,-0.22,·,·,1.2,0.62,-0.41
Ins promoter up cell count,959,1416,1232,·,·,1009,946,1512
MT stabilizer,1.0,1.9,2.2,2.0,3.7,2.1,2.4,2.1
MT stabilizer Hoechst-high %,1.8,2.5,2.9,2.3,2.3,2.6,2.1,1.9
MT stabilizer cytotoxicity %,5.3,7.1,14,11,3.6,7.7,3.9,6.3
Hep lipid drop,6,6,·,5,-2,·,7,-5
Hep lipid drop cells 6.5 µM,831,730,·,632,802,·,746,705
Dynein cargo inh,-1,-0.43,-0.66,-0.85,-0.79,0.34,-0.82,0.82
Dynein cargo inh cytoplasmic EGFP,-0.27,-0.16,-0.31,-0.3,-0.037,-0.18,-0.014,-0.17
Dynein cargo inh nuclear GR-EGFP,-0.31,-0.17,-0.11,0.28,-0.59,0.4,-0.44,0.54
Dynein cargo inh cell count,0.91,-0.33,0.51,0.45,0.81,-0.64,0.51,-0.43
Autophagy mod,i,i,i,i,i,i,i,i
Autophagy mod cell loss 18 h,5,-8,-5,10,-31,7,1,6
Yfh1-off respiration,i,i,i,i,i,i,i,i
P. falciparum M1AAP,11%,6%,4%,20%,3%,5%,0%,4%
P. falciparum M17LAP,-3%,-1%,0%,9%,8%,0%,-10%,33%

(9) O=C(N/N=C/C(Br)=C/c1ccccc1)NC1CCCCC1
(10) COc1ccc(C(=O)CSc2nnc(CNc3ccc(C)cc3C)n2Cc2ccco2)cc1
(11) CCOC(=O)C(=O)Nc1ccc([N+](=O)[O-])cc1OC
(12) CC(NC(=O)CN1CCc2ccccc21)c1ccccc1 (centres undefined)
(13) CCCCN1CCc2c([nH]c3c(C)cccc23)C1=O
(14) C=CCOc1cccc(C2C(C(=O)c3ccco3)=C(O)C(=O)N2CCN2CCOCC2)c1 (centres undefined)
(15) O=C(Cn1nnc2ccccc2c1=O)N[C@@H](Cc1ccccc1)C(=O)O
(16) CSc1ccc(Cl)c(C(=O)NCCOc2ccccc2)c1
Screen / compound no.,9,10,11,12,13,14,15,16
ER stress rescue,0.5%,5.8%,-6.6%,0.0%,0.4%,-3.9%,·,-0.3%
Ins promoter up,-0.66,-2,0.29,-0.17,0.86,0.2,0.12,0.08
Ins promoter up cell count,1595,1221,1271,1392,913,1216,1052,1451
MT stabilizer,2.7,5.6,1.8,7.0,3.3,3.5,·,2.2
MT stabilizer Hoechst-high %,2.2,1.6,3.4,2.3,2.5,1.8,·,2.2
MT stabilizer cytotoxicity %,4.7,3.0,5.9,4.7,4.7,8.1,·,4.6
Hep lipid drop,6,·,28,-12,·,1,-8,·
Hep lipid drop cells 6.5 µM,649,·,569,652,·,766,709,·
Dynein cargo inh,-1.4,-0.94,-0.56,0.41,-0.3,0.64,2,-0.047
Dynein cargo inh cytoplasmic EGFP,-0.18,-0.3,-0.3,-0.18,-0.31,-0.2,-0.22,-0.23
Dynein cargo inh nuclear GR-EGFP,-0.57,-0.24,-0.57,0.53,0.49,0.41,0.97,0.51
Dynein cargo inh cell count,0.04,0.5,0.86,-0.67,0.35,0.5,-1.1,0.76
Autophagy mod,i,i,i,i,i,i,·,i
Autophagy mod cell loss 18 h,-15,-2,-16,21,21,-14,·,-30
Yfh1-off respiration,i,i,i,i,i,i,i,i
P. falciparum M1AAP,3%,30%,7%,0%,4%,8%,3%,3%
P. falciparum M17LAP,-1%,16%,10%,4%,6%,18%,14%,-3%

Among those listed so far, 4 have an aryl thioether with sulfur outside any ring:
(1) COC(=O)c1ccc(CSc2nc3ccc(Cl)cc3[nH]2)o1
(7) Cc1cnc(NC(=O)CSc2c(Cl)cccc2Cl)s1
(10) COc1ccc(C(=O)CSc2nnc(CNc3ccc(C)cc3C)n2Cc2ccco2)cc1
(16) CSc1ccc(Cl)c(C(=O)NCCOc2ccccc2)c1
Screen / compound no.,1,7,10,16
ER stress rescue,-3.1%,-1.2%,5.8%,-0.3%
Ins promoter up,-0.31,0.62,-2,0.08
Ins promoter up cell count,959,946,1221,1451
MT stabilizer,1.0,2.4,5.6,2.2
MT stabilizer Hoechst-high %,1.8,2.1,1.6,2.2
MT stabilizer cytotoxicity %,5.3,3.9,3.0,4.6
Hep lipid drop,6,7,·,·
Hep lipid drop cells 6.5 µM,831,746,·,·
Dynein cargo inh,-1,-0.82,-0.94,-0.047
Dynein cargo inh cytoplasmic EGFP,-0.27,-0.014,-0.3,-0.23
Dynein cargo inh nuclear GR-EGFP,-0.31,-0.44,-0.24,0.51
Dynein cargo inh cell count,0.91,0.51,0.5,0.76
Autophagy mod,i,i,i,i
Autophagy mod cell loss 18 h,5,1,-2,-30
Yfh1-off respiration,i,i,i,i
P. falciparum M1AAP,11%,0%,30%,3%
P. falciparum M17LAP,-3%,-10%,16%,-3%

(list continues)
(17) N#Cc1nc(COc2ccccc2)oc1NCCCn1ccnc1
(18) CC(=O)OC(C(=O)NCCN1CCOCC1)c1c(F)cccc1F (centres undefined)
(19) O=C(c1ccc(Cn2cc(Br)cn2)cc1)N1CCN(c2ccccc2)CC1
(20) C=CCN(c1ccccc1)S(=O)(=O)c1cccc(C(=O)OCC(=O)NC2CC2)c1
(21) CCCn1c(N2CCN(C)CC2)nc2c1c(=O)[nH]c(=O)n2C
(22) COc1ccc(-c2cc(C(=O)N3CCN(c4ccccc4)CC3)c3ccccc3n2)cc1
(23) CSc1nnc(C)c(=O)n1COC(=O)COc1ccccc1F
(24) NS(=O)(=O)c1ccc(Nc2nc(-c3ccc4ccccc4c3)cs2)cc1
Screen / compound no.,17,18,19,20,21,22,23,24
ER stress rescue,-2.4%,0.0%,-1.1%,0.1%,-3.0%,-2.0%,0.0%,2.3%
Ins promoter up,-0.13,-0.75,·,-0.1,0.25,0.26,0.23,-0.12
Ins promoter up cell count,1159,1374,·,1231,1196,832,1215,978
MT stabilizer,2.3,1.8,31,3.2,2.6,17*,3.2,0.9
MT stabilizer Hoechst-high %,2.1,2.1,2.5,2.3,2.2,44*,1.8,1.1
MT stabilizer cytotoxicity %,4.0,1.4,63,3.5,7.0,53*,2.3,12
Hep lipid drop,-20,12,-19,35,1,-38,18,9
Hep lipid drop cells 6.5 µM,699,642,749,704,694,584,710,792
Dynein cargo inh,-0.84,-1,0.62,0.13,0.42,-0.82,-0.92,0.95
Dynein cargo inh cytoplasmic EGFP,-0.24,-0.32,-0.19,-0.31,-0.27,-0.31,-0.24,2.4
Dynein cargo inh nuclear GR-EGFP,-0.44,-0.38,0.27,-0.063,0.11,-0.65,-0.53,0.6
Dynein cargo inh cell count,0.86,1,-0.26,-0.46,0.38,1.3,1.3,-0.96
Autophagy mod,i,i,i,+,i,i,i,i
Autophagy mod cell loss 18 h,-18,5,3,1.6*,11,55,13,-10
Yfh1-off respiration,·,i,i,i,i,i,i,i
P. falciparum M1AAP,-5%,0%,-1%,-2%,-5%,5%,14%,0%
P. falciparum M17LAP,0%,-5%,14%,-4%,1%,-21%,4%,4%

(25) COc1ccc(NC(=S)N(CCc2nc3cc(C)c(C)cc3[nH]2)Cc2cccnc2)cc1
(26) COC(C[C@@H]1O[C@@H]1[C@H](O)COCc1ccccc1)OC
(27) O=C(Cn1c(NCCO)nc2ccccc21)c1ccccc1
(28) O=C(N/N=C/c1ccccc1)c1n[nH]c2c1CCCC2
(29) CC(C)(C)OC(=O)NCCCC[C@H](NC(=O)c1[nH]cnc1C(=O)Nc1ccc(Cl)cc1)C(=O)OC(C)(C)C
Screen / compound no.,25,26,27,28,29
ER stress rescue,-0.4%,·,-4.0%,-1.2%,·
Ins promoter up,0.91,-0.09,-0.27,0.13,1.2
Ins promoter up cell count,1500,1071,1135,1365,764
MT stabilizer,2.1,·,3.9,3.5,·
MT stabilizer Hoechst-high %,1.4,·,3.1,2.0,·
MT stabilizer cytotoxicity %,7.7,·,11,4.8,·
Hep lipid drop,·,7,-20,1,15
Hep lipid drop cells 6.5 µM,·,699,728,656,697
Dynein cargo inh,0.34,-0.16,1.9,-0.58,0.24
Dynein cargo inh cytoplasmic EGFP,-0.21,-0.56,0.044,-0.27,-0.74
Dynein cargo inh nuclear GR-EGFP,0.9,-0.0083,2.9,0.051,0.23
Dynein cargo inh cell count,-0.32,0.026,-2.2,0.56,-0.96
Autophagy mod,i,·,i,i,·
Autophagy mod cell loss 18 h,11,·,-2,4,·
Yfh1-off respiration,i,i,i,i,i
P. falciparum M1AAP,8%,5%,-2%,5%,6%
P. falciparum M17LAP,6%,-11%,-11%,2%,1%

Screens as filed in PubChem.
